Source: PubChem (several laboratories)
aDG glyco act: activators of alpha-DG glycosylation, primary screen, uHTS, Pro5-aDG cells, AlphaScreen. activation, % at 10 µM. AID 624168, 2012. alpha-DG glycosylation AlphaScreen (IIH6); 0% Pro5, 100% B10-LARGE cell signal. 360,000 tested, 0.22% active;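 active means activation of at least 8% versus controls, or a plate z-score of at least 8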;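 further: Pro5 are CHO cells carrying HIG-tagged alpha-DG that lacks glycosylation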
NR2E3 ag-1: inhibitors of NR2E3-RetCOR corepressor binding, primary screen, NR2E3 agonist project, biochemical, TR-FRET, GST-NR2E3, biotin-RetCOR; inhibition of corepressor binding, % at 4.78 µM; AID 2300, 2010; 1536-well; Photoreceptor-specific nuclear receptor (Homo sapiens), Q9Y5X4; 320,000 tested, 0.12% active;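 active means percent inhibition above the cutoff of mean plus 3 SD of all tested compounds, set per screening campaign, cut at about 20% in these data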;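 further: 0% = DMSO wells and 100% = biotin wells as full block of FRET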
Target sequence (Q9Y5X4 whole entry, looked up): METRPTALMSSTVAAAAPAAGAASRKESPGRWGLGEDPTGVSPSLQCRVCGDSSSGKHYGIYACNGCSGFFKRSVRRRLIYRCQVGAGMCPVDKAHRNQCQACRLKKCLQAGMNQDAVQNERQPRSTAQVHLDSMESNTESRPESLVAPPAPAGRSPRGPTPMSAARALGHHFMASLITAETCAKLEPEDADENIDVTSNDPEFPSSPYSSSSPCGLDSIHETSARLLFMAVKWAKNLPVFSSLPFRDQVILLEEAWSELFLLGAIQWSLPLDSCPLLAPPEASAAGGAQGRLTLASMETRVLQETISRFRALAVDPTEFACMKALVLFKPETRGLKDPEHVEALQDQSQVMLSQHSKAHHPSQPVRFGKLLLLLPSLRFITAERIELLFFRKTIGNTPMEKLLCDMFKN
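System: GST-tagged NR2E3 plus biotinylated RetCOR corepressor; Amount: 1.35 nM GST-tagged NR2E3 final; Dosing: single nominal compound dose of 4.8 µM; Schedule: 5 h incubation at 4 °C; Technique: TR-FRET with europium anti-GST and streptavidin-D2, 340 nm excitation; Controls: biotin wells as high control, 0.6% DMSO wells as low control.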
NR2E3 ag-2: NR2E3 agonists in two-hybrid cells, primary screen, cell-based, luminescence, CHO-S, Gal4-NCOR/VP16-NR2E3 | Photoreceptor-specific nuclear receptor (Homo sapiens), Q9Y5X4 | luciferase | inhibition of corepressor binding, % at 3.98 µM | 360,000 tested, 0.35% active | AID 602229, 2012;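 active means inhibition above the mean of all tested compounds plus 3 SD, cut at about 70% in these data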;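 further: 0% = DMSO with NR2E3 transfected cells and 100% = cells lacking NR2E3 construct; higher means lower luciferase signal from less NR2E3 corepressor binding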
CaV13 ICDI inh: Disruptors of the CACNA1D IQ motif to Ca2+-dependent inactivation inhibitor domain association, primary screening, Förster resonance energy transfer in intact living …; 340,000 tested, 0.098% active; HEK cells, CFP/YFP FRET ICDI-IQ, plate reader, 10 min; percent FRET-ratio fall versus neutral wells; inhibition, % at 12.3 µM;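 active means mean replicate inhibition of at least 30% and at least 1% of replicates passing that level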;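 further: 0% = median of the neutral control wells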
MITF TRPM1 inh: inhibitors of MITF-dependent TRPM1 promoter reporter, primary screen, cell-based, SK-MEL-5, single point, luciferase. inhibition, % at 12.5 µM. SK-MEL-5 TRPM1 promoter luciferase, 24 h. 330,000 tested, 0.83% active. AID 488899, 2010;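 active means mean inhibition across replicates of 60% or more, whatever share of single replicates reaches that level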; further: values of inactives mirror those of a sister screen read the other way
iPSC survival up: enhancers of single-cell hiPSC survival, primary screen, ATPlite luminescence; 360,000 tested, 0.044% active; 100% = ROCK inhibitor wells, 0% = DMSO; AID 602274, 2012; survival enhancement, % at 20 µM; in the data active means survival enhancement above about 18%;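 further: cells exposed to compounds for 16 hours before the ATP read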
PDI turbidity: inhibitors of human PDI, primary screen, biochemical, turbidity, single point, plate reader; inhibition, % at 10 µM; PDI insulin aggregation turbidity, A650, 90 min; 350,000 tested, 0.052% active;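 active means mean inhibition across replicates of 30% or more, whatever share of single replicates reach that level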;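 further: absorbance from insulin aggregation driven by PDI reduction with DTT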
Target sequence (P07237 whole entry, looked up): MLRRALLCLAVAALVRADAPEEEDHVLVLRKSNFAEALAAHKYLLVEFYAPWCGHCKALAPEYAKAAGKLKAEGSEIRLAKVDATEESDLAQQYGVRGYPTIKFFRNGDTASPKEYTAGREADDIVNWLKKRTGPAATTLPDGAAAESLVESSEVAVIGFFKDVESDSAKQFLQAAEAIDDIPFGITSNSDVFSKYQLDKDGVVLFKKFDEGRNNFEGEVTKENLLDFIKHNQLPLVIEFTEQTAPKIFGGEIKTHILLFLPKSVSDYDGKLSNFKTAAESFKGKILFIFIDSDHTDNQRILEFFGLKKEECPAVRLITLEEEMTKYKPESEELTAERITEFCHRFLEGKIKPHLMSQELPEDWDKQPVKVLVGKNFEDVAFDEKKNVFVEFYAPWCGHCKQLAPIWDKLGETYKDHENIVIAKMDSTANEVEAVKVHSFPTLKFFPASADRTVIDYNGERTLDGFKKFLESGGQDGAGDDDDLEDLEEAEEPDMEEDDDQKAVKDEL
Peg3 promoter: Peg3 promoter-driven luciferase inhibitors, primary screen, cell-based, HeLa, luciferase luminescence. 360,000 tested, 1.7% active. HeLa PEG-Prom luciferase reporter, overnight. inhibition, % at 20 µM;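 active means inhibition of at least 50% at 20 µM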
Vif imaging: HIV Vif self-association inhibitors, primary screen, imaging, HEK293T, single point. 340,000 tested, 0.35% active. inhibition, % at 7.49 µM. AID 602346, 2012. HEK293T cells, Vif self-association by quenched fluorescence, 24 h; in the data active means inhibition above about 50%, passing the limit was not always enough; further: some results filed as inactive read as strong as hits
Exocytosis inh: LAMP-1 surface exposure blockers, TALL-104 cells – cell-based, flow cytometry, MLPCN library, primary screen; TALL-104 LAMP-1 surface exposure; cells stimulated with thapsigargin and PMA; inhibition, % at 10 µM; 360,000 tested, 0.66% active;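 active means inhibition above about 55%, limit read from the data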
HIF-2a inh: HIF-2a reporter inhibitors, primary screen, luminescence, 786-0 RCC cells; inhibition, % at 18.8 µM; 360,000 tested, 0.72% active; 786-0 RCC cells HIF-2a reporter, luciferase luminescence, overnight;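 active means inhibition of the luminescence signal of 40% or more relative to plate controls, in a single-dose primary screen at 18.75 µM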
An asterisk follows results filed as active; nt = no result given.

SMILES	aDG glyco act	NR2E3 ag-1	NR2E3 ag-2	CaV13 ICDI inh	MITF TRPM1 inh	iPSC survival up	PDI turbidity	Peg3 promoter	Vif imaging	Exocytosis inh	HIF-2a inh
CN1CCN(S(=O)(=O)c2cc([N+](=O)[O-])ccc2N2CCCCCC2)CC1	0.2	0	-19	-5	6	2.8	-2	6	0	1	19
CCc1nc2ccc(C(=O)NCCCn3ccnc3)cn2c1N(CC)CCN(C)C	0.4	nt	9	-4	nt	2.0	0	1	9	-1	2
COC(=O)c1[nH]c2cccc(OC)c2c1NC(=O)CN1CC(C)OC(C)C1 (stereo unspecified)	-0.2	-1	19	-5	5	6.5	1	4	15	0	26
COc1cc(/C=C/c2ccc3cccc(O)c3n2)ccc1O	-0.1	0	-159	-6	25	-0.2	2	103*	0	-8	-296
Cc1ccc(C)c(N2CCN(C3CCCCC3NS(=O)(=O)c3ccccc3)CC2)c1 (stereo unspecified)	2.0	0	3	nt	9	0.0	1	7	-1	1	15
O=C(Nc1ccccc1F)N1CCC(NC(=O)C23CC4CC(CC(C4)C2)C3)CC1	0.1	1	-44	-8	10	0.6	11	21	8	-5	2
NS(=O)(=O)c1ccc(NC(=O)CSc2nc3ccccc3nc2N2CCOCC2)cc1	-0.1	3	1	-5	nt	-0.6	nt	5	-1	-5	20
NS(=O)(=O)c1cccc(NC(=O)c2ccno2)c1	0.0	1	-21	-5	-3	-0.3	0	25	17	-2	12
COC(=O)c1ccc(NC(=S)NC2CCc3ccccc32)cc1 (stereo unspecified)	0.4	-2	-12	-3	2	0.8	-2	-5	-1	1	2
Fc1ccccc1Nc1nc(Cl)nc(Cl)n1	0.0	-2	-35	3	4	1.2	-5	-9	-5	4	20
O=c1c(Cl)c(Cl)cnn1Cc1nnc(-c2ccccc2Br)o1	-0.6	nt	10	3	95*	26*	17	106*	16	24	96*
CCS(=O)(=O)c1ccc2c(c1)N(S(C)(=O)=O)CC(C(=O)NC1CC1)O2 (stereo unspecified)	0.1	-2	-12	-4	6	-1.5	9	-3	6	3	5
S=C1N(c2ccccc2)CN(CCN2CCOCC2)CN1c1ccccc1	0.1	-3	14	-12	nt	-0.4	-7	7	12	5	3
CN1C(=O)/C(=C/c2cc3c(cc2Br)OCO3)NC1=S	0.1	-3	-25	-5	5	-1.4	5	-3	6	-2	-3
CC(=O)c1c(C)[nH]c(C(=O)Nc2cccc3ccccc23)c1C	0.1	0	-16	-3	-9	-0.5	10	-16	-21	-12	8
CN(C)C(=O)CCc1ccc2c3c([nH]c2c1)[C@]1(C)[C@@H](C(=O)N2CCOCC2)C[C@H](CC(=O)NCCN2CCOCC2)C(=O)N1CC3	-0.1	nt	-2	-6	1	2.9	3	7	23	-3	-1
O=[N+]([O-])c1cc(S(=O)(=O)C(F)(F)F)ccc1N1CCN(c2ccccc2)CC1	-0.1	-1	-18	-5	0	1.9	-5	8	4	4	5
CCC(NC(=O)CCc1c(C)c2cc3c(-c4ccccc4)coc3cc2oc1=O)C(=O)O (stereo unspecified)	0.1	1	-22	-2	-6	-0.2	6	9	nt	-9	33
Cc1ccc(NC(=O)[C@@H]2CCCN2C(=O)[C@@H]2Cc3ccccc3CN2)c(C)c1	0.0	2	-20	-15	4	0.3	6	-25	3	-2	-36
C[C@H](NC(=O)c1nc[nH]c1C(=O)N[C@@H](CCCCN)C(=O)OC(C)(C)C)C(=O)OC(C)(C)C	0.0	1	-2	-10	-3	6.5	-3	2	0	14	10

The final 2 entries of the part before open the next one:
SMILES	aDG glyco act	NR2E3 ag-1	NR2E3 ag-2	CaV13 ICDI inh	MITF TRPM1 inh	iPSC survival up	PDI turbidity	Peg3 promoter	Vif imaging	Exocytosis inh	HIF-2a inh
Cc1ccc(NC(=O)[C@@H]2CCCN2C(=O)[C@@H]2Cc3ccccc3CN2)c(C)c1	0.0	2	-20	-15	4	0.3	6	-25	3	-2	-36
C[C@H](NC(=O)c1nc[nH]c1C(=O)N[C@@H](CCCCN)C(=O)OC(C)(C)C)C(=O)OC(C)(C)C	0.0	1	-2	-10	-3	6.5	-3	2	0	14	10
CCCN(CCC)C(=O)c1c(C)[nH]c(C(=O)OCC)c1C	-0.2	-4	-19	-4	nt	0.5	nt	-6	-11	2	11
CCOc1ccc(OCc2ccc(C(=O)N/N=C(\C)c3ccccn3)cc2)cc1	-0.4	-1	-140	4	23	-3.9	-7	18	-1	-1	-95
Cc1ccc2oc(-c3cccc(NC(=O)C4CCCO4)c3)nc2c1 (stereo unspecified)	0.2	5	-130	nt	-30	-0.7	-11	-293	-8	-6	-202
C/C(=C(\C#N)C(=O)NC1CCCCC1)N(C)C	0.0	2	-11	nt	-6	4.7	-11	13	3	-4	-1
Cc1nc(SCc2ccc(Br)cc2)[nH]c(=O)c1C	-0.3	-1	6	-4	-2	-1.0	-9	-8	52*	-1	-21
CC1(C)OC(=O)C(=CNNc2c(Cl)cc(Cl)cc2Cl)C(=O)O1	-0.1	-1	-16	-2	-16	-0.1	-5	-49	0	-1	-99
Clc1nnc2ccc(-c3ccccc3)nn12	-0.1	-1	0	-5	-1	-2.8	-4	3	8	-4	-13
Cc1ccn2c(=O)c(C(=O)NC3CCCCC3C)c(O)nc2c1 (stereo unspecified)	0.0	3	22	-6	-20	0.3	-4	14	-4	-1	-43
O=C(OCCN1C(=O)c2cccc3c(N4CCOCC4)ccc(c23)C1=O)c1ccc(Cl)cc1	0.9	-2	-22	-16	9	0.0	0	16	2	4	11
CCOC(=O)C1=C(COC(=O)c2cccnc2Cl)NC(=O)NC1C (stereo unspecified)	0.0	3	-27	-6	1	-0.6	-2	18	-2	1	3
Cc1ccsc1/C=N/NS(=O)(=O)c1ccc([N+](=O)[O-])cc1	-0.1	1	-29	-4	4	-0.9	5	0	-1	11	7
NC(=O)c1cc([N+](=O)[O-])ccc1N1CCCCC1	-0.1	1	-2	-6	12	-1.1	-4	-15	7	2	17
COC(=O)c1sc2ccccc2c1NC(=O)c1ccc(S(=O)(=O)N2CCCCC2)cc1	0.2	3	-31	-2	-7	3.2	-4	15	3	0	30
CCCCC(=O)Nc1ccc(S(=O)(=O)Nc2nccc(C)n2)cc1	-0.1	-2	-7	-4	-1	-0.7	-3	15	16	-2	22
Cc1cccnc1C(c1ccc(F)cc1)N(C)C(=O)C1CCN(CCCOc2ccc(F)cc2)CC1 (stereo unspecified)	0.1	nt	-6	-10	nt	-1.5	8	-12	nt	2	3
CC1CCCCN1C(=O)COC(=O)C1CCN(S(=O)(=O)c2ccc(Cl)c(C(F)(F)F)c2)CC1 (stereo unspecified)	0.3	-2	-4	-7	-4	0.3	4	-1	-14	-3	10
CCCCNC(=O)CN(Cc1ccco1)S(=O)(=O)c1ccc(C(C)=O)cc1	0.4	0	-19	-3	nt	-0.4	5	-56	9	13	-72
CCCOc1ccc(/C=N/NC(=O)c2ccc(Cn3cc([N+](=O)[O-])cn3)o2)cc1	0.6	-3	-27	-2	-6	-1.5	3	-84	8	2	-66
CCCCC(=O)NC(c1cccc([N+](=O)[O-])c1)c1c(OC(C)=O)ccc2ccccc12 (stereo unspecified)	0.4	1	-25	nt	8	-2.2	0	31	-13	-3	-4
CCCC(=O)N1CCC1(C)C(=O)Nc1ccc(OC(F)F)cc1 (stereo unspecified)	-0.3	nt	37	-7	nt	4.6	2	1	1	-6	-4
CC(=O)c1c(C)oc2ccc(N(C(C)=O)S(=O)(=O)c3cccc([N+](=O)[O-])c3)cc12	0.3	0	-8	-7	11	2.3	-1	30	7	2	12
N#Cc1nc(COc2ccc(Br)cc2)oc1N1CCN(Cc2ccccc2)CC1	1.6	nt	-3	0	-5	-2.4	9	31	-22	4	13
Cc1ccc2[nH]c(=O)c(CN(CCO)C(=O)NCc3ccccc3)cc2c1	-0.1	1	-36	nt	-13	5.9	26	8	-7	-2	19
CCCCCOc1ccc(CSC2=NCCN2)cc1[N+](=O)[O-]	-0.3	0	-78	-4	-24	14	-2	-138	7	14	-126
CCc1nc(SCc2ccccn2)c2c(=O)n(C)c(=O)n(C)c2n1	-0.1	-1	2	-3	nt	-0.5	nt	-3	nt	-6	-7
O=C(CC1NC(=O)NC1=O)Nc1cccc2ccccc12 (stereo unspecified)	-0.1	2	-5	-6	5	-0.1	-2	-17	nt	-2	14
Cc1[nH]c(=O)c(C#N)cc1-c1ccccc1	-0.1	2	-10	-4	1	0.8	-1	-4	-1	1	11
Cc1ccc(S(=O)(=O)Nc2ccccc2C(=O)N2CCCCC2)cc1	0.2	0	-6	nt	6	-0.2	-4	6	nt	3	10
NC(=O)COC(=O)c1c2c(nc3ccccc13)CCCCC2	0.0	1	-18	-5	-3	2.9	3	4	-6	0	20
Cc1cccc(OCCCn2c(CO)nc3ccccc32)c1	-0.1	0	-38	-2	-65	0.1	-7	-135	-4	2	-148
COc1ccc([N+](=O)[O-])cc1NC(=O)c1ccc(-n2nc(C)cc2C)cc1	-0.4	1	13	-5	7	-0.2	3	16	2	-2	-12
COc1ccc(Oc2nc(-c3ccccn3)nc3ccccc23)cc1	1.5	-3	-52	-5	nt	0.2	-2	-13	-1	-5	-60
Cc1ccc(-c2nn3c(C)nnc3s2)cc1NC(=O)COc1ccc(Cl)cc1	0.0	-3	1	-4	-8	-1.7	nt	-10	7	15	-22
O=C(O)Cn1c(CCS(=O)(=O)c2ccc(Br)cc2)nc2ccccc21	0.2	3	3	-7	-1	0.4	-9	23	-2	4	19
CCOC(=O)C1CCN(C(=O)Cc2c(F)cccc2Cl)CC1	0.0	5	15	-7	-2	0.7	1	6	-2	3	7
COC(=O)CCCC(=O)Nc1ccc(Br)cc1	0.1	-2	-16	-6	-20	-2.0	23	-20	-4	2	-30
CC(C)=C1SC(N2CCN(c3ccc(C)cc3)CC2)=NC1=O	1.8	-2	-54	-5	1	3.0	1	-19	0	3	-31
CC(C)OCC1CC(CC(=O)Nc2ccc([N+](=O)[O-])cc2)C(=O)O1 (stereo unspecified)	-0.6	0	1	-5	6	-0.5	1	1	0	-3	10
Cc1cc(C(F)F)n2ncc(C(=O)NCc3ccc(F)cc3)c2n1	-0.1	2	-10	2	-7	-0.3	-3	-2	-1	-2	17
COc1ccc(CC(=O)N(Cc2ccccc2)c2ccc(C)cc2)cc1OC	-0.3	-1	-20	-3	4	-0.5	2	9	-5	2	-8
O=C(Nc1cc(S(=O)(=O)N2CCCCC2)ccc1O)c1ccccc1NS(=O)(=O)c1ccc(F)c(F)c1	-0.2	1	-15	-15	-5	1.1	-12	9	-5	0	15
